High-throughput results deposited in PubChem by National Center for Advancing Translational Sciences (NCATS).
S3 lipid droplet = qHTS Assay for Lipid Storage Modulators in Drosophila S3 Cells. Drosophila S3 cells, BODIPY lipid droplet fluorescence, 18-24 h; cells fed with added oleic acid. Potency in µM for hits, for the others lipid storage change, negative = inhibition, % at the top dose, mostly 46.1 µM. 0.64% of 320,000 active. AID 2685; active = well fitted inhibition curve with a large enough effect in the signal ratio, with a control signal flat, not every such curve was filed as active; inconclusive = small, poorly fitted or top-dose-only effect, or effect the other way, or a change in a side signal; the % refers to the signal ratio
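Laser-scanning cytometry quantifies lipid droplet accumulation (500–530 nm total intensity; droplet/cell object ratio) in oleic acid-fed (400 uM added) Drosophila S3 cells treated with a concentration series. 20 uM Triacsin C defined 100% inhibition.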
S3 lipid droplet cell count max = further read-out of S3 lipid droplet, marked with its call; cell number change, %; measured here: cell count max response;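 cells counted by Cell Tracker Red CMTPX staining in the red channel; peak over a dose series mostly up to 46.1 µM; percent activity relative to internal control wells on each plate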
Starred values were filed as active, the others as inactive; i = inactive; ? = inconclusive; . = no result given; [ ] = another dose, or the depositor's remark. % is set by controls: 0 for no effect and ±100 for the full control effect; potency is the fitted concentration of half-maximal effect. The list is partial; the hit share may differ from the screen's.

SMILES	S3 lipid droplet	S3 lipid droplet cell count max
CCc1ccc(-c2ccc(C(=O)O)c(C)n2)cc1	0.3%	7.4
COc1ccc(NC(=S)N(Cc2cccc(Br)c2)CC2CCC(C(=O)O)CC2)cc1 (stereo unspecified)	5.9%	8.6
Cc1cc(C)c(C)c(S(=O)(=O)N2CCC(C(=O)N3CC(C)CC(C)C3)CC2)c1C (stereo unspecified)	-16.7%	-11.8
CN(C)c1ccc(C2C3=C(CCCC3=O)OC3=C2C(=O)CCC3)cc1	i	.
Cc1cc(C)c(C(=O)CSc2nc(C)cc(C)c2C(N)=O)c(C)c1	7.0%	-7.5
CCc1nnc(NC(=O)CCC(=O)NC2CCCC2)s1	i	-10.1
S=C(NCc1ccco1)Nc1ccc(Cl)c(Cl)c1	?	.
COc1cccc(/C=C2\SC(N3CCCC(C)C3)=NC2=O)c1OC (stereo unspecified)	13.5%	11.6
C=CCn1c(SCC(=O)NCc2ccc3c(c2)OCO3)nc2scc(-c3ccccc3)c2c1=O	-2.1%	-0.1
COc1ccc(CCn2cc(C#N)c(=O)[nH]c2=O)cc1OC	-7.6%	-6.8
O=C(c1ccccc1F)N1CCN(Cc2ccccc2F)CC1	?	.
Cc1cc(F)ccc1S(=O)(=O)N1CCCCC1CCNC(=O)C(=O)NCc1ccccn1 (stereo unspecified)	?	.
COc1cccc(/C=N/c2nc3ccccc3n2C)c1O	?	.
N#CCCn1cc(C(=O)Nc2ccc(C(=O)O)cc2)c(-c2ccc([N+](=O)[O-])cc2)n1	-0.1%	0.5
O=C(CSc1nc(=O)n(Cc2ccccn2)c2c1CCC2)Nc1ccc(F)cc1F	?	.
CCCCc1ncc(CN2CCC(n3nccc3NC(=O)C(OC)c3ccccc3)CC2)[nH]1 (stereo unspecified)	-14.5%	2.4
CC1CCCN(C(=O)C2CCN(S(=O)(=O)c3cccs3)CC2)C1 (stereo unspecified)	i	-22.6
COc1ccc2c(c1)CCc1c(C(=O)NCc3cccnc3)noc1-2	i	.
CCCc1ccc(C(=O)NNC(=O)c2ccc(Br)cc2)cc1	?	.
CCOc1ccc(-n2c(SCC(N)=O)nc3c([nH]c4ccccc43)c2=O)cc1	?	.
O=C(CCSCc1ccccc1Cl)NC1CCCC1	7.6%	-5.8
CC1CC(C)CN(CC(=O)N2CCOCC2)C1 (stereo unspecified)	9.6%[9.22 µM]	-0.3
CCC1Oc2ccccc2N(CC(=O)Nc2ccc3c(c2)OCCO3)C1=O (stereo unspecified)	5.5%	2.1
COc1ccc(C(=O)NNC(=O)C23CC4CC(CC(C4)C2)C3)cc1OC	?	.
Cc1ccc(SCCC(=O)OCn2nnc3ccccc3c2=O)cc1	?	.
Cn1c(N)c(N2CCN(c3ccccc3)CC2)c(=O)[nH]c1=O	?	.
COc1ccc(-c2noc(-c3ccccc3C(=O)NCC3CCCO3)n2)cc1 (stereo unspecified)	4.5%	0.5
Fc1ccccc1OCCSc1nc2ccccc2o1	i	10.1
CCn1c(=O)c2sccc2n(Cc2ccccc2)c1=O	?	.
CN(C)C(=O)c1ccc(-c2nnc(NCc3ccccc3)c3ccccc23)cc1	-9.6%	-14.4
CCOC(=O)N1CCC(n2c(SCC(=O)Nc3ccccc3OC)nc3ccccc3c2=O)CC1	?	.
CCCCOc1ccc(S(=O)(=O)NNC(=O)C2Cc3c(ccc4ccccc34)O2)cc1 (stereo unspecified)	?	.
COc1ccc(C(=O)NCc2cc(C)nc3ccccc23)cc1	i	-14.3
COc1ccc(NCc2nn(CC(=O)c3ccc(Br)cc3)c3[n+]2CCCCC3)cc1	?	.
CN1C(=O)SC(Nc2ccccc2)C1=O (stereo unspecified)	0.8%	-7.9
COCCCN1C(=O)C(O)=C(C(C)=O)C1c1cccc(F)c1 (stereo unspecified)	?	.
COc1ccc(NC(=O)N(C2CCCCC2)C2CCN(C(C)C)CC2)c(OC)c1	?	.
CCOC(=O)c1cc2occc2n1CC(=O)Nc1ccc(OC)cc1OC	?	.
CCC(=O)Nc1cc(C)c(OC)c(C)c1	-0.3%	-1.1
C[N+](C)(CCCCCC[N+](C)(C)CCCN1C(=O)c2cccc3cccc(c23)C1=O)CCCN1C(=O)c2cccc3cccc(c23)C1=O	-8.9%	-24.5
O=S(=O)(c1ccc(=S)[nH]c1)N1CCCCCC1	?	.
COc1cccc(/C=C2\SC(=S)N(CCC(=O)NNC(=O)c3ccccc3OC)C2=O)c1	i	-21.0
O=C(COC(=O)c1ccc(F)cc1F)Nc1ccc2[nH]c(=O)[nH]c2c1	?	.
CCOC(=O)NC(=O)COC(=O)CCCc1nc2ccccc2s1	?	.
Cc1ccc2nc(N3CCN(C)CC3)c(C=O)c(=O)n2c1	?	.
Cc1ccc(-c2nc(N)sc2CC(=O)OCC(=O)N2C(C)CCCC2C)cc1 (stereo unspecified)	-5.5%	-0.2
O=c1cc(N2CCN(Cc3ccccc3)CC2)[nH]c(=O)n1-c1cccc(C(F)(F)F)c1	0.9%	-10.3
COc1cc(/C=N/NC(=O)C(=O)N2CCCC2)ccc1O	i	.
CN(C)c1ccc(C2/C(=C(/O)c3ccc(Br)cc3)C(=O)C(=O)N2C)cc1 (stereo unspecified)	1.4%	-12.1
CCN(Cc1cc2cccc(C)c2[nH]c1=O)C(=O)c1ccccc1OC	?	.
CC(O)[C@H]1CNCCN1CC1(c2ccccc2)CC1 (stereo partly specified)	-3.4%	17.2
Cc1ccc(C(=O)CCC(=O)N(C)CC(=O)Nc2c(Cl)cccc2Cl)cc1	?	.
Cc1ccc(S(=O)(=O)Nc2ccc3c(c2)nc(CCN2CCCCC2)n3C)cc1	?	.
COc1ccccc1-n1c(SCC(=O)Nc2cccc3ccccc23)nc(O)cc1=O	18.2%	.
S=c1nc(C2CCCCC2)[nH]c2ccccc12	-4.3%	17.2
Cc1ccc(C2=NNC(C(O)C(O)C(O)C(O)CO)S2)cc1 (stereo unspecified)	23.1µM*	-7.0*
CC(=O)Nc1ccc(-c2cn3ccsc3n2)cc1	?	.
O=C(CN1CCCC1)NCC12CC3CC(CC(C3)C1)C2	?	.
CC(=O)c1cccc(NC(=O)N2CCCC2C(=O)NC2CCCC2)c1 (stereo unspecified)	?	.
COc1ccc(Cl)cc1N(C(C)C(=O)O)S(C)(=O)=O (stereo unspecified)	15.2%	-0.5

More entries follow:
SMILES	S3 lipid droplet	S3 lipid droplet cell count max
CC(=O)C(=Nc1ccccc1Cl)NNc1ccc(Cl)cc1	23.1µM*	-39.5*
Oc1ccc(-c2csc(-c3cccnc3)n2)c(O)c1	?	.
CC1CCc2c(C(=O)NCCCN3CCOCC3)csc2C1 (stereo unspecified)	8.3%	-3.4
Cc1nc2cc(CC(=O)O)ccc2o1	1.3%	-0.2
Cc1ccc(C(=O)N/N=C/c2ccc(-c3cccc(C(F)(F)F)c3)o2)cn1	?	.
O=C(Cn1ccc(C(F)(F)F)n1)NNC(=O)c1cccnc1	-5.6%	.
Cc1noc(C)c1Cn1nc(C(=O)O)c2ccccc2c1=O	?	.
Cc1c(NC(=O)c2cc3ccccc3c(=O)s2)c(=O)n(-c2ccccc2)n1C	?	.
CC(=O)N1[C@H](C)C=C[C@]1(Cc1ccccc1)C(=O)O	?	.
COc1ccc(-n2c(-c3cccc(C)c3[N+](=O)[O-])n[nH]c2=S)cc1	-20.3%	2.4
Cc1c(NC(=S)N/N=C\c2ccccc2O)c(=O)n(-c2ccccc2)n1C	?	.
Cc1ccc(C)c(S(=O)(=O)Nc2ccc3scnc3c2)c1	i	.
O=C(CCCC(=O)N(CC(=O)NC1CCCC1)c1ccc(F)c(Cl)c1)Nc1ccccn1	i	.
CCc1nnc(NC(=O)CCC(=O)Nc2ccc(OC)cc2OC)s1	?	.
O=C(O)CCC(=O)Nc1ccc(Cc2ccc(NC(=O)CCC(=O)O)cc2)cc1	?	.
CCn1nnc(NC(=O)c2ccc(C(C)(C)C)cc2)n1	-24.6%	.
CC1CCN(C(=O)C(=O)Nc2sc3c(c2C(N)=O)CC(C)(C)OC3)CC1	i	-2.4
Cc1ccc(C)c(C(=O)n2cnnc2N)c1	i	.
CS(=O)(=O)N(CCc1ccccc1)CC(=O)NCc1ccncc1	?	.
COc1ccccc1CNS(=O)(=O)c1ccc(-n2cnnn2)c(OC)c1	i	-19.0
COc1ccc(C(=O)N/C(=C\c2cn(C)c3ccccc23)C(=O)NCCCN2CCOCC2)cc1OC	14.4%	-4.1
COc1cc(C(=O)NC(C(=O)Nc2cccc(C(C)=O)c2)C(C)C)cc(OC)c1OC (stereo unspecified)	i	17.3
COc1ccc(CCNC(=O)CN2C(=O)NC3(CCc4ccccc43)C2=O)cc1 (stereo unspecified)	14.7%	-7.3
COc1cccc(CC(=O)N2CCC(n3nccc3NC(=O)C3CCOC3)CC2)c1 (stereo unspecified)	?	.
CC1Cc2cc(/C(O)=C3\C(=O)C(=O)N(Cc4ccncc4)C3c3ccccc3F)ccc2O1 (stereo unspecified)	i	4.0
Cc1ccc(S(=O)(=O)NCC(=O)OCC(=O)NC(=O)NC2CCCC2)cc1	?	.
COCCn1c(SCC(=O)c2ccc3c(c2)OCCO3)nnc1-c1ccco1	-22.4%	-13.8
Cc1cc(N2CCN(c3nc(-c4ccccc4)cs3)CC2)c2ccccc2n1	-7.2%	-21.1
COc1ccc(CC(=O)NCc2ccccc2)cc1	?	.
CCC(C)NC(=O)Cn1cnc2sc(C)c(S(=O)(=O)N3CCCCC3)c2c1=O (stereo unspecified)	?	.
O=c1[nH]c(-c2ccncc2)nc2ccccc12	7.9%	6.1
Cc1nc2scc(-c3ccc(C(C)(C)C)cc3)c2c(=O)n1N	?	.
N#Cc1ccc(Oc2ccc(S(=O)(=O)N3CCOCC3)cn2)cc1	?	.
O=[N+]([O-])c1ccc(-c2cnc3ccccc3n2)cc1	?	.
CN(Cc1cnn(C)c1)Cc1nc(Cc2ccccc2Cl)no1	?	.
COc1ccccc1NCCC(=O)OCC(=O)Nc1ccc(Cl)cn1	?	.
Cn1cnc(S(=O)(=O)Nc2cc(C(F)(F)F)ccc2N2CCOCC2)c1	?	.
CCCC(C(=O)OCC)P(=O)(c1ccccc1)c1ccccc1 (stereo unspecified)	?	.
CCc1ccc(N2CC(C(=O)Nc3cc(C)ccc3F)CC2=O)cc1 (stereo unspecified)	-24.0%	.
CC1CCCC(C)N1/N=C/c1ccccc1F (stereo unspecified)	?	.

15 entries from above, set out differently:
| S3 lipid droplet | S3 lipid droplet cell count max | Molecule |
| --- | --- | --- |
| ? | . | Cc1ccc(S(=O)(=O)NCC(=O)OCC(=O)NC(=O)NC2CCCC2)cc1 |
| -22.4% | -13.8 | COCCn1c(SCC(=O)c2ccc3c(c2)OCCO3)nnc1-c1ccco1 |
| -7.2% | -21.1 | Cc1cc(N2CCN(c3nc(-c4ccccc4)cs3)CC2)c2ccccc2n1 |
| ? | . | COc1ccc(CC(=O)NCc2ccccc2)cc1 |
| ? | . | CCC(C)NC(=O)Cn1cnc2sc(C)c(S(=O)(=O)N3CCCCC3)c2c1=O (stereo unspecified) |
| 7.9% | 6.1 | O=c1[nH]c(-c2ccncc2)nc2ccccc12 |
| ? | . | Cc1nc2scc(-c3ccc(C(C)(C)C)cc3)c2c(=O)n1N |
| ? | . | N#Cc1ccc(Oc2ccc(S(=O)(=O)N3CCOCC3)cn2)cc1 |
| ? | . | O=[N+]([O-])c1ccc(-c2cnc3ccccc3n2)cc1 |
| ? | . | CN(Cc1cnn(C)c1)Cc1nc(Cc2ccccc2Cl)no1 |
| ? | . | COc1ccccc1NCCC(=O)OCC(=O)Nc1ccc(Cl)cn1 |
| ? | . | Cn1cnc(S(=O)(=O)Nc2cc(C(F)(F)F)ccc2N2CCOCC2)c1 |
| ? | . | CCCC(C(=O)OCC)P(=O)(c1ccccc1)c1ccccc1 (stereo unspecified) |
| -24.0% | . | CCc1ccc(N2CC(C(=O)Nc3cc(C)ccc3F)CC2=O)cc1 (stereo unspecified) |
| ? | . | CC1CCCC(C)N1/N=C/c1ccccc1F (stereo unspecified) |

New compounds follow
SMILES	S3 lipid droplet	S3 lipid droplet cell count max
COC(=O)c1cn(NC(=O)c2cccc(OC)c2)c(=O)c2ccccc12	?	.
C=CCNC(=O)c1ccc([N+](=O)[O-])c(Cl)c1	-23.2%	6.8
Cc1ccc(CNCC(O)(c2ccccc2)c2ccc(Cl)cc2)cc1 (stereo unspecified)	?	.
COc1cccc(-c2ccc(=O)n(CC(=O)Nc3cc4c(cc3NC(C)=O)OCCO4)n2)c1	18.1%	-1.2
CCC(=O)N1c2ccccc2-c2nnc(SC)nc2OC1c1ccc(N(C)C)cc1 (stereo unspecified)	-3.1%	9.9
O=C(Nc1ccc(F)cc1)C1CCN(c2nnnn2-c2ccccc2)CC1	20.8%	10.1
COc1ccc(CC(=O)Nc2nnc(CC(C)C)s2)cc1S(=O)(=O)N1CCOCC1	?	.
CCSc1ncc(Cl)c(C(=O)Nc2sc3c(c2C(=O)NCc2cccnc2)CCCC3)n1	-15.6%	-5.6
Fc1ccccc1NC(=S)Nc1ccc(CN2CCOCC2)cc1	?	.
CCCn1c(SCC(=O)N2CCCC(C)C2)nnc1-c1ccccn1 (stereo unspecified)	?	.
Cn1cc(Cl)c(-c2nc3ccccc3[nH]2)n1	i	.
Cc1cccc(CCN(CC(=O)NCc2ccc(F)cc2)C(=O)c2csnn2)c1	?	.
Cc1onc(C(=O)/C=C/N(C)C)c1C(=O)Nc1nccs1	18.7%	-17.3
Cc1occc1C(=O)NCc1nc(-c2ccc(Cl)cc2)no1	?	.
COc1ccccc1NC(=O)c1ccc(C)s1	?	.
Cc1cc(C)cc(OCCN2CCOCC2)c1	i	10.5
